Screening data as filed in PubChem BioAssay.
CRE-bla Fsk = modulators of forskolin-stimulated CRE signaling in CHO cells | CHO CRE-bla reporter (cAMP response element driving beta-lactamase), forskolin EC10, beta-lactamase ratio | Potency, µM (top dose mostly 38.2 µM), inactives show at the top dose activity change, negative = inhibition, most hits filed as activators | 71,000 tested, 2.5% active | AID 662; active = well fitted activation curve with a large enough effect in the signal ratio, with a control signal flat, not every such curve was filed as active; inconclusive = small, poorly fitted or top-dose-only effect, or effect the other way, or a change in a side signal; the % refers to the signal ratio; note: potency is the fitted concentration of half-maximal effect; % of control where 0% means no effect
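Forskolin analogue NKH 477 at EC10 stimulated CRE-driven beta-lactamase in CHO cells alongside compound dilution series. Beta-lactamase was measured with CCF4, excitation 405 nm, emission ratio 460/530 nm.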
HBB splice mod = hemoglobin beta splicing modulation; HBB splicing reporter cell assay, activation; EGFP reporter with mutant IVS2-654 intron; response scale: normalised to 500 nM splice-correcting PNA; 65,000 tested, 0.06% active; Potency, µM (titrated, usually from 46.1 µM), inactives show top-dose activation, most hits filed as activators; AID 925; note: potency is the fitted concentration of half-maximal effect; 0% is about no effect
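HeLa cells stably expressing EGFP interrupted by mutant beta-globin intron 2 (IVS2-654), 500/well in 2% FCS. Treated with compound for 2 days at 37C. Splicing correction scored as total well GFP intensity (488 nm excitation, 500-520 nm emission); 500 nM antisense PNA served as control.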
HADH2 inhib = inhibitors of human HADH2 dehydrogenase; Q99714; recombinant HADH2, NADH fluorescence, beta-hydroxybutyryl-CoA; Potency, µM (highest dose often 57.1 µM), for inactives: top-dose activity change, negative = inhibition, hits mostly inhibitors; 73,000 tested, 3.4% active; AID 886; note: potency is the fitted concentration of half-maximal effect; % is set by controls: 0 for no effect and ±100 for the full control effect; nearly all actives have a fitted effect of over 60% in size; many of its hits are not listed in these tables
Target sequence (Q99714 whole entry, looked up, one chain of several): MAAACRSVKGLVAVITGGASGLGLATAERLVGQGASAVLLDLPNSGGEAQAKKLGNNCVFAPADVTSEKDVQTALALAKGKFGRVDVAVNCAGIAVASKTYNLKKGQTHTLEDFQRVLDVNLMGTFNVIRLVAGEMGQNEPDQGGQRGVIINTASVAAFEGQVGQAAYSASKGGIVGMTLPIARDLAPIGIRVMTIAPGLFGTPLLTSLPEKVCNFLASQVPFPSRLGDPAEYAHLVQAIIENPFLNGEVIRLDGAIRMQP
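20 nM HADH2 + cpd, 15 min RT; add 1 mM NAD+/90 uM beta-hydroxybutyryl-CoA; kinetic fluorescence 360/450 nm, 4 min. Tris-HCl pH 9.0, 0.01% Tween-20.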
GFP derepression = epigenetic modulators derepressing GFP locus in mouse cells; 68,000 tested, 0.09% active; AID 597; Potency, µM (series often up to 46.1 µM), inactives show top-dose GFP derepression (activation); mouse C127i GFP locus derepression, cytometry, 30 h; note: % of control where 0% means no effect
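Locus derepression in mouse mammary C127i cells whose integrated CMV-GFP reporter is normally silent; GFP expression after 30 h compound treatment was quantified by counting fluorescent cells.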
BRCT inh green = inhibitors of human BRCA1 BRCT-phosphoprotein interaction (green fluorophore); P38398; BRCA1 BRCT-phosphopeptide binding, green fluorescence polarization; Potency, µM (top dose mostly 76.9 µM), inactives show at the top dose activity change, negative = inhibition, most hits filed as inhibitors; 75,000 tested, 0.05% active; AID 875;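 note: potency is the fitted concentration of half-maximal effect; plate controls were peptide without protein for full effect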
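Fluorescence polarization: His-tagged BRCT (~35 kDa BRCA1 C-terminus, 250 nM) bound to 100 nM fluorescein-labeled phosphorylated 10-aa BACH1 peptide, pH 7.3 phosphate buffer with DTT and Tween 20. Compounds incubated 12 min at room temperature; inhibition read as lowered polarization.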
Ub-GFP proteasome = inhibits proteasome, raising ubiquitin-GFP reporter fluorescence; Ubiquitin-GFP reporter cells, proteasome inhibition, GFP fluorescence; response scale: untreated = 0%, 10 µM MG-132 = 100%; Potency, µM (doses to about 45.9 µM), for inactives: at the highest dose activation (GFP accumulation), actives largely listed as activators; 67,000 tested, under 10 active; active = well fitted activation curve with a large enough effect, not every such curve was filed as active; inconclusive = small, poorly fitted or top-dose-only effect, or another doubt; inactive = no such curve, though single readings can be large or run the other way; note: potency is the fitted concentration of half-maximal effect
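Proteasome blockade was scored as a rise in GFP-expressing U2OS cells carrying a ubiquitin(G76V)-GFP construct, imaged after 4 hr compound treatment at 37 °C across a 46 uM–2.9 nM series.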
BRCT inh red = BRCT-phosphoprotein interaction inhibition (red fluorophore); Potency, µM (highest dose often 76.9 µM), without a hit: at the highest dose activity change, negative = inhibition, actives largely listed as inhibitors; 75,000 tested, 0.03% active; P38398; BRCT-phosphopeptide binding, red fluorescence polarization; AID 892; note: % is set by controls: 0 for no effect and ±100 for the full control effect
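Rhodamine-labelled pBACH1 10-mer (100 nM) bound to BRCT domain (100 nM) at pH 7.3; compounds incubated 12 min room temperature, polarization read. Free peptide defines full inhibition; unlabelled decapeptide titrated as control.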
15-hLO inh = blocks human 15-lipoxygenase activity; P16050; purified 15hLO-1, xylenol orange hydroperoxide absorbance; Potency, µM (top dose mostly 57.1 µM), without a hit: at the highest dose activity change, negative = inhibition, actives largely listed as inhibitors; 74,000 tested, 1.4% active; AID 887; note: potency is the fitted concentration of half-maximal effect; % is set by controls: 0 for no effect and ±100 for the full control effect; nearly all actives have a fitted effect of over 55% in size
Target sequence (P16050 whole entry, looked up): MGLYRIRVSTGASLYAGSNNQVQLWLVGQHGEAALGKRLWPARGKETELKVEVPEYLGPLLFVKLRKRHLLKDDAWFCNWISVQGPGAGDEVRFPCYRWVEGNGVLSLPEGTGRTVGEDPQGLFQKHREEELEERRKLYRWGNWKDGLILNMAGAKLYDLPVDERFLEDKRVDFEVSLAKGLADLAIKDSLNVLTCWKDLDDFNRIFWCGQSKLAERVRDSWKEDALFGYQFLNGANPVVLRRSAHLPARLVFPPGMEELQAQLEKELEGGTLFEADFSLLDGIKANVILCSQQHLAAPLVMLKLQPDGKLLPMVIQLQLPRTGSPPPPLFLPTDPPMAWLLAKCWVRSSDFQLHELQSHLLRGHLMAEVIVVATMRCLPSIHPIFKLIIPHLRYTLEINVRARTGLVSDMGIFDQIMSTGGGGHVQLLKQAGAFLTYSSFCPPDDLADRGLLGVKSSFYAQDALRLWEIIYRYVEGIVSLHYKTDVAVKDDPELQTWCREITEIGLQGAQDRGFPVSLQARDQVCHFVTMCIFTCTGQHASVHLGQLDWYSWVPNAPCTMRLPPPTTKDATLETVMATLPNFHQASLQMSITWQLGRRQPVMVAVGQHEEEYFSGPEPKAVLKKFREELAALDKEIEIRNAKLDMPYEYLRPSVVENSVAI
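Readout: Fe(III)-xylenol orange absorbance, 573-to-405 nm ratio as reaction progress. Enzyme 40 nM purified human 15hLO-1, substrate 50 uM arachidonic acid, 6 min RT after 15 min compound preincubation; Hepes pH 7.5 buffer with Triton X-100.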
Pol III holo inh = DNA polymerase III holoenzyme inhibition. 71,000 tested, 0.25% active. reconstituted DNA polymerase III holoenzyme replication, biochemical. AID 603. Potency, µM (highest dose often 57.1 µM), without a hit: at the highest dose activity change, negative = inhibition; note: potency is the fitted concentration of half-maximal effect; % is set by controls: 0 for no effect and ±100 for the full control effect
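Reconstituted *E. coli* holoenzyme (0.35 nM Pol III, 1 nM beta, 154 nM SSB, 2 nM primase) was preincubated with compound for 15 min at RT. Synthesis on 1.4 nM ssM13Gori ran 35 min, then was stopped with PicoGreen/EDTA and read as dsDNA fluorescence.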
USP2a inhib = blocks human ubiquitin-specific protease USP2a; O75604; AID 927; USP2a enzymatic assay, qHTS inhibition; 60,000 tested, 0.1% active; Potency, µM (series often up to 38.3 µM), for the others: at the highest dose activity change, negative = inhibition, hits mostly inhibitors;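 note: potency is the fitted concentration of half-maximal effect; nearly all actives have a fitted effect of over 60% in size; plate controls were DMSO for no effect and NEM full inhibition control for full effect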
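USP2 core (20nM final) preincubated 30 min RT with compound, then Ub-PLA2 20nM and NBD C6-HPC 20uM final added; buffer 20mM Tris-HCl pH 8.0, 2mM CaCl2. Fluorescence Ex 460/Em 535 read at 0 and 2.5 h; normalized to NEM.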
Hsp90 Hop PPI = changes Hsp90-Hop TPR2A binding signal, up or down | Potency, µM (doses to about 57 µM), for the others: at the top dose activity change, negative = inhibition | AlphaScreen TPR2A-His6 binding biotin-Hsp90 C-terminal peptide | 71,000 tested, 0.44% active; active = well fitted curve in either direction with a large enough effect; inconclusive = small, poorly fitted or top-dose-only effect, or another doubt; note: potency is the fitted concentration of half-maximal effect; % is set by controls: 0 for no effect and ±100 for the full control effect; many of its hits are not listed in these tables
The depositor's hits bear a star; u = inconclusive; x = no result given; [ ] = another dose, or the depositor's remark. Unless noted, calls come from the whole dose curve; as a rule, active = well fitted curve in the direction sought with a large enough effect; inconclusive = small, poorly fitted or top-dose-only effect, or another doubt; inactive = no such curve, though single readings can be large; an effect the other way counts as inactive or inconclusive. Not all compounds are listed; the hit share may differ from the screen's.

SMILES	CRE-bla Fsk	HBB splice mod	HADH2 inhib	GFP derepression	BRCT inh green	Ub-GFP proteasome	BRCT inh red	15-hLO inh	Pol III holo inh	USP2a inhib	Hsp90 Hop PPI
Cc1nn(Cc2ccc(Cl)cc2)c(C)c1NC(=O)c1noc2c1CCCCC2	u	0.2%	-1.9%	1.2%	-1.2%	2.9%	-0.8%	-19.2%	4.4%	29.5%	1.5%
COC(=O)c1c(N)c(C#N)c(C)n1-c1ccccc1	u	1.6%	2.3%	0.0%	-0.2%	-8.1%	-0.2%	4.6%	0.7%	-4.0%	-3.1%
Nc1nnc(SCc2ccccc2Cl)s1	-1.4%	-0.5%	4.6%	0.0%	-2.0%	-1.6%	0.7%	0.5%	-3.9%	-3.0%	0.1%
O=C(O)c1cc(-c2ccc(-c3ccccc3)cc2)nc2cc3ccccc3cc12	6.3%[7.6 µM]	1.7%[9.22 µM]	0.5%[11.4 µM]	-3.4%[9.22 µM]	-1.4%[15.4 µM]	-9.6%[9.17 µM]	-1.3%[15.4 µM]	8.9%[11.4 µM]	-11.3%[11.4 µM]	x	-3.6%[11 µM]
Cc1ccc(NC(=O)N2CCC(C(N)=O)CC2)cc1	26.1%	-1.3%	-8.1%	-2.7%	-0.9%	2.9%	0.3%	4.7%	-3.8%	-0.9%	-3.4%
c1cncc(CSc2nnc(-c3cccnc3)n2Cc2ccco2)c1	4.3%	-0.3%	-7.1%	-2.3%	-0.6%	-1.0%	-0.5%	10.7%	-6.4%	-5.9%	-2.8%
Cc1ccc(O)c(NC(=O)c2ccco2)c1	-12.7%	-1.6%	-4.0%	-1.1%	-1.1%	-2.5%	1.0%	7.1%	-6.1%	0.5%	-4.7%
Cc1cc(C)n2c(Br)c(CSc3nc4ccccc4o3)nc2n1	6.31µM*	1.2%	u	-2.6%	7.1%	3.3%	-1.4%	u	0.7%	24.7%	-4.5%
Oc1ccccc1	-12.1%	-0.3%	0.3%	x	-0.4%	x	1.4%	4.3%	-3.8%	x	-6.1%
O=c1cnc2ccccc2n1CC1CCCCC1	u	-3.2%	6.5%	0.0%	-1.8%	-2.4%	-1.2%	-4.1%	-5.8%	7.1%	-3.7%
COc1ccccc1NC(=O)CSc1nnc(-c2ccncc2)o1	-5.6%	-2.0%[0.369 µM]	-0.1%	0.5%	0.0%	x	-2.6%	2.7%	7.7%	2.3%	0.8%
COC(=O)CCc1n[nH]c(=O)[nH]c1=O	2.0%	-0.9%	-5.6%	x	-2.4%	-9.2%	-0.8%	3.5%	-3.5%	x	0.3%
Cc1cc(Cl)c(S(=O)(=O)N2CCSCC2)cc1OCC(N)=O	2.1%	-0.9%	5.3%	0.0%	-1.6%	3.9%	-1.0%	3.6%	-0.9%	5.3%	-1.4%
COc1ccc(S(=O)(=O)N2CCOCC2)cc1C(=O)Nc1cc(C)on1	0.8%	0.9%	5.7%	-1.6%	-0.8%	9.6%	1.3%	8.0%	-4.5%	0.9%	-3.5%
NC(=O)Cn1nnc(-c2ccc(C(F)(F)F)cc2)n1	5.4%	-1.7%	3.8%	0.0%	-0.8%	2.4%	0.4%	-0.1%	-12.2%	2.3%	-6.2%
CN1CCN(c2ncc3nc(-c4cccc(C#N)c4)c(=O)n(Cc4ccc(F)cc4)c3n2)CC1	u	-0.7%	47.4%[activator]	2.7%[9.22 µM]	-1.3%	6.0%	0.8%	-3.9%	2.3%	229.2%[activator]	1.0%
COc1cc(CN2CCC(C(=O)NC3CCCC3)CC2)ccc1O	-1.1%	0.3%[57.5 µM]	-4.4%	2.7%	-4.0%	1.0%	-1.8%	u	-4.0%	-9.4%	-5.5%
Cn1nc(OCCOc2ccccc2)ccc1=O	-2.1%	0.4%[9.22 µM]	-2.1%	1.9%	-0.6%	-8.3%	-0.7%	1.3%	-1.5%	-0.5%	2.9%
COc1ccc(S(=O)(=O)N(CC(=O)NCc2ccco2)c2ccccc2)cc1OC	1.1%	x	-0.1%	-0.1%	1.2%	11.3%	-1.6%	1.4%	0.1%	1.8%	-3.5%
CCCCOC(=O)c1ccc(NC(=O)C2CCCO2)cc1 (configuration not stated)	0.9%	u	-24.4%	3.2%	-1.0%	3.4%	-3.1%	-1.4%	6.1%	-4.3%	-4.4%
COC1(OC)N=C(N)C2(C#N)C(c3ccc(F)cc3)C12C#N (configuration not stated)	-2.3%	-1.4%	4.6%	1.8%	-1.9%	6.6%	0.3%	-8.0%	0.1%	2.9%	u
Cc1cc(C)n(-c2nc3c(c(=O)[nH]c(=O)n3C)n2CC(O)c2ccccc2)n1 (configuration not stated)	-1.3%	0.7%	2.0%	-2.6%	-1.4%	-2.9%	0.0%	8.1%	-6.6%	7.0%	1.4%
CC1=C(C(=O)Nc2ccccn2)C(c2ccc(N(C)C)cc2)n2ncnc2N1 (configuration not stated)	-2.5%	-0.4%	-2.0%	0.1%	-3.5%	2.6%	-1.6%	6.1%	-4.7%	0.2%	-10.5%
CSc1ccc(NC(=O)NCCCN2CCN(c3ccccc3F)CC2)cc1	-16.0%	-1.8%	8.6%	1.8%	-6.3%	0.5%	-2.3%	u	6.3%	0.5%	-24.2%
Cc1cc(/N=C/N(C)C)on1	-3.6%	-0.2%[57.5 µM]	-10.7%	3.0%	-2.0%	7.3%	0.7%	3.2%	-5.4%	-4.6%	-0.7%
(cont.)
SMILES	CRE-bla Fsk	HBB splice mod	HADH2 inhib	GFP derepression	BRCT inh green	Ub-GFP proteasome	BRCT inh red	15-hLO inh	Pol III holo inh	USP2a inhib	Hsp90 Hop PPI
CC1CCCC(NC(=O)C2CCN(S(=O)(=O)N3CCC4(CC3)OCCO4)CC2)C1C (configuration not stated)	-2.4%	-0.7%	4.5%	-2.9%	-9.6%	10.3%	1.0%	0.4%	-0.7%	4.7%	-11.0%
CC1(C)CC(=O)C2=C(C1)N(Cc1cccnc1)C(=O)C2(NC(=O)C1CC1)C(F)(F)F (configuration not stated)	9.2%	-1.2%	-13.6%	0.0%	-1.8%	-6.3%	-2.6%	6.8%	-7.3%	-4.5%	-3.6%
COc1ccc(C2C(C(=O)NCCN3CCOCC3)c3ccccc3C(=O)N2C2CCCCC2)cc1 (configuration not stated)	-23.5%	-2.5%	1.4%	-0.7%	-0.1%	-8.7%	-1.6%	1.5%	-8.8%	21.7%	-6.2%
O=C(Nc1cnccn1)c1csc2ccccc12	10.4%	-0.6%	-15.0%	0.0%	0.1%	2.8%	0.1%	-22.0%	-3.7%	5.5%	-1.4%
COc1ccc(OC)c(NC(=O)CSc2ccccc2)c1	-5.7%	0.7%	-3.6%	0.0%	-1.3%	-3.7%	-1.3%	-5.5%	-3.7%	-3.4%	0.5%
O=C(NCc1ccc(F)cc1)c1ccc(CS(=O)(=O)Cc2ccccc2F)o1	1.7%	0.2%	-3.7%	-2.9%	0.5%	-2.9%	-0.5%	-3.3%	1.8%	21.9%	-0.9%
CCc1ccc(NC(=O)c2cc(-c3ccco3)on2)cc1	-12.0%	-4.4%	-2.3%	0.0%	1.0%	-7.1%	-0.8%	-10.9%	-2.9%	28.0%	-0.9%
O=C(O)CCC(=O)Nc1ccc(N2CCCCCC2)cc1	1.6%	8.1%	-23.3%	3.2%	0.9%	-6.3%	-0.2%	-18.3%	2.2%	-9.2%	-7.3%
CCCOc1ccc(-c2nnn(CC(=O)Nc3cccc(C(=O)OC)c3)n2)cc1	u	0.1%	3.9%	0.0%	-3.1%	-4.3%	-0.1%	-0.9%	-4.4%	1.4%	-4.6%
COc1ccc(NC(=S)Nc2ccccc2)cc1	3.1%[7.6 µM]	3.7%[9.22 µM]	-4.8%[11.4 µM]	0.0%[9.22 µM]	-1.0%[15.4 µM]	4.3%[9.17 µM]	-0.8%[15.4 µM]	1.0%[11.4 µM]	-9.7%[11.4 µM]	x	-4.5%[11 µM]
CC(C)NS(=O)(=O)c1ccc(OCC(=O)Nc2ccccc2F)cc1	3.7%	-0.4%	8.4%	-2.6%	-1.2%	10.6%	-0.8%	4.6%	-0.6%	8.5%	-1.0%
